# Compound activity from PubChem BioAssay.
# EBI2 block – antagonists of human EBI2 receptor | P32249 | EBI2 beta-arrestin recruitment, luminescence, 7a,25-OHC stimulated | inhibition, % at 5 µM | 0.81% of 360,000 active; in the data active = inhibition above about 38%;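 also: enzyme fragment complementation signal reports receptor beta-arrestin coupling in cells; 0% = agonist plus DMSO wells and 100% = wells without agonist; some results beyond the cut were filed as inactive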
# Target sequence (P32249 whole entry, looked up, the tested form may be a part): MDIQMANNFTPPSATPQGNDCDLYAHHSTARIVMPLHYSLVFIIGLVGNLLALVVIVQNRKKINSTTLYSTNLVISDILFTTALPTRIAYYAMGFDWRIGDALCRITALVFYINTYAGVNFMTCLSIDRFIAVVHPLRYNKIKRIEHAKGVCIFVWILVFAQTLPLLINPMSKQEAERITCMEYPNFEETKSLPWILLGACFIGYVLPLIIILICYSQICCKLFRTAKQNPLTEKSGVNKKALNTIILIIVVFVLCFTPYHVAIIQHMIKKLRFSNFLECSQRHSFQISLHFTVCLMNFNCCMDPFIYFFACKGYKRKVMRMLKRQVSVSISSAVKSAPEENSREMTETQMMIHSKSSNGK
# CXCR6 inh – CXCR6 (human) receptor inhibition; inhibition, % at 20 µM; 0.36% of 360,000 active; CHO-K1 PathHunter CXCR6 beta-arrestin, luminescence; O00574; in the data active = inhibition above about 34%, passing the limit was not always enough;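 also: antagonist mode with CXCL16 agonist at 10 nM final; 0% = 10 nM CXCL16 with DMSO and 100% = unstimulated wells without agonist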
# Target sequence (O00574 whole entry, looked up): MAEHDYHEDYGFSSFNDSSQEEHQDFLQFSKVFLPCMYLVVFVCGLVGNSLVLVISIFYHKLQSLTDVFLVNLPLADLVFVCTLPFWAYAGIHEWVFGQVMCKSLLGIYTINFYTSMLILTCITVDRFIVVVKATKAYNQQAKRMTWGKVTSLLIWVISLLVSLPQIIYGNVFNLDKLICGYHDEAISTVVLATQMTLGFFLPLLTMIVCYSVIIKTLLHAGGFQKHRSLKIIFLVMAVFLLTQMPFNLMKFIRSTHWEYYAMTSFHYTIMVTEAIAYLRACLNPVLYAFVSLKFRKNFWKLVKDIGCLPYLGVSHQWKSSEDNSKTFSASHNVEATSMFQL
# MPTP block – permeability transition pore inhibition. inhibition, % at 10 µM. 1.4% of 360,000 active. isolated mouse mitochondria, Ca2+ swelling absorbance, 30 min;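 active = inhibition of 50% or more, scaled per plate between neutral and stimulator controls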;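 also: 0% = DMSO wells given calcium and 100% = 1 mM EGTA wells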
# * marks the source's active call; other numbers are inactive results. Some of the compounds tested. The share of hits here may be higher or lower than overall.
EBI2 block,CXCR6 inh,structure,MPTP block
-3,-1,Cc1ccccc1Oc1ccc2c(c1)[C@@H]1C[C@H](N(C)C(=O)c3cccnc3)[C@H]([C@H](C)O)C(=O)N1CC2,0.6
-7,-11,C[C@@H]1CN([C@@H](C)CO)C(=O)CCCn2nncc2CO[C@@H]1CN(C)S(=O)(=O)c1ccccc1F,-0.8
1,-3,CC1(C(=O)NS(=O)(=O)c2cccc(Cl)c2)CCN1C(=O)CC1CCCC1 (stereo not drawn),0.1
-11,-2,COc1ccc(C(=O)N/C(=C\c2ccc(Cl)cc2)C(=O)NCCN2CCOCC2)cc1,0.1
-12,-8,COc1cccc(NC(=O)N(C)C[C@@H]2OCc3cn(nn3)CCCC(=O)N([C@H](C)CO)C[C@H]2C)c1,0.2
-2,8,CC1CC2(CC(CN(C3CCCCC3)C3CCCCC3)OC2=O)C(=O)O1 (stereo not drawn),-0.2
5,10,CCOC(=O)[C@]12CCC=C1N(Cc1ccco1)C(=O)[C@H](CC(=O)N1CCSCC1)C2,0.3
28,4,CC(=O)Nc1cc(-c2cccc(F)c2)cn2c(-c3ccc(F)cc3)cnc12,0.0
-12,-2,COc1ccc(NC(=O)C[C@H]2C(=O)N(Cc3ccccc3)C[C@@H]2CSC)cc1,0.3
62*,8,CCc1nc2ccc(C(=O)NCCOc3ccc(OC)cc3)cn2c1N(C)Cc1ccc(OC)cc1,0.8
-16,-1,COc1ccccc1N1CCN(C(=O)CCCn2c(=S)[nH]c3ccccc3c2=O)CC1,1.3
2,5,CC1(C(=O)NS(=O)(=O)c2cccc(C#N)c2)CCN1C(=O)Cc1ccc(Cl)cc1Cl (stereo not drawn),0.9

EBI2 block,CXCR6 inh,structure,MPTP block
1,-7,C[C@@H]1CN([C@H](C)CO)C(=O)CCCn2nncc2CO[C@@H]1CN(C)S(=O)(=O)c1cccs1,-1.1
1,6,Cc1cccc(CN2[C@H](CO)C=CS2(=O)=O)c1,-1.7
-3,13,COCCNC(=O)C1(C)CCCN(Cc2cn(C)c3ccccc23)C1 (stereo not drawn),-1.0
-2,-3,CC1(C(=O)NS(=O)(=O)c2cccc(Cl)c2)CCN1C(=O)c1ccccc1 (stereo not drawn),-0.5
0,-14,NC(Cc1ccc(F)cc1)c1csc(Nc2cc(Oc3ccccc3)ncn2)n1 (stereo not drawn),4.6
10,15,CCCCC[C@@H](C)N1C[C@@H](COCc2ccccc2)Oc2cc(N3CC[C@H](N(C)C)C3)ccc2S1(=O)=O,2.8
1,2,COc1cccc(C(O)c2nc(-c3cccc(C#N)c3)cs2)c1 (stereo not drawn),2.3
3,3,CCOC(=O)C1CCN(C(=O)c2ccc3c(=O)n4nc(Nc5ccccc5OC)sc4nc3c2)CC1,-0.4
31,-3,COc1ccc(-c2ccc(C(=O)Nc3ccccc3)c3occc23)c(C)c1,0.4
-12,-3,CCCCC(=O)N1C(C)CCC1C (stereo not drawn),0.8
2,-1,COc1ccc(NC(=O)C2(C)CCN2Cc2ccccc2Cl)cc1OC (stereo not drawn),-0.1
-1,0,COc1ccc(CCCNC(=O)C2Cc3c(-c4ccc(NC(C)=O)cc4)ccnc3O2)cc1 (stereo not drawn),-1.7

EBI2 block,CXCR6 inh,structure,MPTP block
-4,0,C[C@@H]1CN([C@H](C)CO)C(=O)CCCn2nncc2CO[C@H]1CN(C)S(=O)(=O)c1cccc(F)c1,0.2
-6,-5,Cc1ccc([C@H]2N[C@]3(CCCN(Cc4ccc(F)cc4)C3=O)[C@H]3C(=O)N(C)C(=O)[C@@H]23)cc1,-1.4
-3,-6,O=C(c1cc2c(c(-c3cccc(-c4ccncc4)c3)n1)[C@H](CCO)N(C(=O)c1ccc3c(c1)OCO3)C2)N1CCOCC1,-0.6
23,4,Clc1ccc(-c2nc3c4ccccc4ccn3c2Cc2cccc(Cl)c2)cc1,2.2
0,-1,CC1CCCCC1NC(=O)CCn1c(=S)[nH]c2ccccc2c1=O (stereo not drawn),-0.7
9,2,Cc1ccc(S(=O)(=O)N2C[C@H]3[C@H]4C(=O)N(c5ccccc5)C(=O)[C@H]4C[C@H](OC(=O)NCC4CCCCC4)[C@@]3(O)C2)cc1,-1.4
-4,3,O=C(COc1ccc(Cl)cc1Cl)NCCN1CCCCC1,1.2
-4,3,Cc1c(N2CCCCC2)[nH]c2ccccc12,-0.8
-5,2,CC1=C(O)C(=O)C(c2c(C)cc(C)c(Br)c2C)=C(O)C1=O,1.5
5,-7,CC1=C(C(=O)N2CCCCCC2)CC(CC(=O)NCc2cccs2)C(=O)N1Cc1ccccc1 (stereo not drawn),1.2
8,6,CCCCCCCCN1C(=O)[C@H](CC(=O)NCC23CC4CC(CC(C4)C2)C3)C[C@@]2(C(=O)OC)CCCCC=C12,-0.3
-9,-1,C[C@H](CO)N1C[C@H](C)[C@H](CN(C)C(=O)c2ccc3ccn(C)c3c2)OCc2cnnn2CCCC1=O,-0.7

EBI2 block,CXCR6 inh,structure,MPTP block
-7,2,CC(C)c1ccc(-n2nnnc2SCc2nc(N)nc(N)n2)cc1,-1.6
-2,0,Cc1cccc(NC(=O)c2ncn3c2C(=O)NC[C@@H]3C)c1,-0.7
2,-6,CSc1ccc(C(O)c2ncc(-c3ccc(F)cc3)[nH]2)cc1 (stereo not drawn),1.2
-6,6,CCCCNC(=O)C1(C)CCN1C(=O)c1c(F)ccc(C)c1F (stereo not drawn),1.1
2,8,CCc1nc2c(OCC(=O)c3ccc(Cl)cc3Cl)cccn2c1N(C)C(=O)c1ccncc1,0.2
0,3,COc1cccc(-c2cnc(C(O)c3ccc(F)c(F)c3)[nH]2)c1 (stereo not drawn),1.3
-10,3,OCc1ccc(-c2ccc3nccn3c2)cc1,1.3
-1,-6,CCN1C(=O)[C@H]2[C@@H](c3ccccc3)N[C@]3(CCCN(Cc4ccc(C)cc4)C3=O)[C@H]2C1=O,0.7
3,1,Cn1nc(C(C)(C)C)cc1NC(=O)C1(C)CCN1C(=O)C1(c2ccccc2)CC1 (stereo not drawn),-0.3
-12,-2,COc1ccc(N2CCN(CCCn3cnc4c(OC)ncnc43)CC2)cc1,-1.8
3,-7,Cn1ccc2c(-c3ccc(C(N)=O)cc3)cc3c(c21)C1CCC3C1 (stereo not drawn),-0.7
2,-4,Cc1ccnc(NC(=O)COc2ccccc2[N+](=O)[O-])c1,1.9

EBI2 block,CXCR6 inh,structure,MPTP block
9,-2,CCCOc1ccccc1NC(=O)/C=C/c1ccc(OC)c(S(=O)(=O)N2CCOCC2)c1,-0.5
-6,-5,CCc1ccc2c(c1)NC(=O)C2(C)Cc1ccccc1OC (stereo not drawn),0.1
6,9,COc1ccc(-c2ccc(C(=O)NCc3ccc(N4CCN(C)CC4)cc3)c3occc23)c(C)c1,2.1
-2,4,COc1ccc(C(=O)N2CCC(C)(C(=O)NS(=O)(=O)C3CC3)C2)c(OC)c1 (stereo not drawn),-1.7
-4,13,C[C@H](O)[C@@H]1CN2CCc3c([nH]c4ccccc34)[C@@H]2C[C@@H]1N(C)C(=O)Nc1ccccc1,0.4
0,4,COc1ccc([C@H]2C[C@@H](O)[C@H](n3cc(COC(=O)c4ccccc4)nn3)CN2C(=O)C2CCCCC2)cc1,0.4
-2,4,O=C(Nc1cccc(C(F)(F)F)c1)c1ccc2sc([C@@H]3O[C@H](CO)[C@H](O)[C@H](O)[C@H]3O)nc2c1,0.2
14,2,COc1ccc(/C=C/C(=O)OCC(=O)NC2CCCCCC2)cc1,0.2
6,0,Cn1c(NCCc2ccncc2)nc2cc(-c3ccccc3)sc2c1=O,0.5
1,-3,CCCCn1nnnc1C1(C)CCC(=O)N1c1ccc(N2CCOCC2)cc1 (stereo not drawn),0.6
7,-3,COc1ccc(-c2c(C(=O)c3ccccc3)[nH]c(N)c2C(=O)NC2CC2)cc1OC,-0.4
-9,3,O=C(NCc1ccccc1)C1c2ccccc2OCC(=O)N1CC(F)(F)F (stereo not drawn),0.2

# Single entries from the list.
# Under MPTP block, `CCCCn1nnnc1C1(C)CCC(=O)N1c1ccc(N2CCOCC2)cc1` (stereo not drawn) shows 0.6
# Under EBI2 block, `Cn1c(NCCc2ccncc2)nc2cc(-c3ccccc3)sc2c1=O` shows 6
# Under CXCR6 inh, `O=C(Nc1cccc(C(F)(F)F)c1)c1ccc2sc([C@@H]3O[C@H](CO)[C@H](O)[C@H](O)[C@H]3O)nc2c1` shows 4
# Under MPTP block, `COc1ccc(C(=O)N2CCC(C)(C(=O)NS(=O)(=O)C3CC3)C2)c(OC)c1` (stereo not drawn) shows -1.7
# Under MPTP block, `CCCOc1ccccc1NC(=O)/C=C/c1ccc(OC)c(S(=O)(=O)N2CCOCC2)c1` shows -0.5
# Under CXCR6 inh, `COc1ccc([C@H]2C[C@@H](O)[C@H](n3cc(COC(=O)c4ccccc4)nn3)CN2C(=O)C2CCCCC2)cc1` shows 4
# Under MPTP block, `COc1ccc(/C=C/C(=O)OCC(=O)NC2CCCCCC2)cc1` shows 0.2

# Following part:
EBI2 block,CXCR6 inh,structure,MPTP block
-6,0,COCCNC(=O)C1CCCN(C(=O)c2cccnc2Oc2ccccc2)CC1 (stereo not drawn),0.2
-6,0,CCc1nc2ccc(C(=O)N(C)CCN(C)C)cn2c1N(CC)C(=O)NCCc1ccccc1,0.4
-1,2,C[C@H]1CN([C@@H](C)CO)S(=O)(=O)c2ccc(Br)cc2O[C@H]1CN(C)C(=O)NC1CCCCC1,-2.4
3,-3,CCn1cc(/C=C(\NC(=O)c2ccccc2)C(=O)NCCCn2ccnc2)c2ccccc21,1.2
12,-6,S=C(NCCc1ccccc1)N1CCC2CC1c1c(Cl)cccc12 (stereo not drawn),-0.2
-2,-9,CC(C)CC(c1nc2ccccc2[nH]1)n1c(-c2ccccc2Br)nc2ccccc21 (stereo not drawn),0.9
16,3,C#CCN(C[C@@H]1[C@@H](OC(=O)NCC2CCCCC2)[C@@H](OC(=O)NCC2CCCCC2)CN(C(=O)OC(C)C)N1C(=O)OC(C)C)S(=O)(=O)c1ccc(C)cc1,-0.2
-4,-8,COc1cc(-n2c(C)nc3ncn(-c4ccccc4)c3c2=O)cc(OC)c1OC,0.4
19,0,COc1ccc(OC)c(NC(=O)C2(C)CCN2Cc2cccc(OC)c2F)c1 (stereo not drawn),-0.1
-6,-14,O=C1CCN(C(=O)Cc2ccccc2)c2ccccc21,-0.4
26,1,Cc1ccc(NC(=O)CN(C)C(=O)COc2ccc(Br)cc2)cc1,0.3
27,-4,COc1ccc(-c2oc3c(c2C#CC2(O)CCCCC2)C(OC(C)=O)CCC3)cc1 (stereo not drawn),0.6

EBI2 block,CXCR6 inh,structure,MPTP block
-6,8,COc1cccc(C(=O)NC2CC3CCCC(C2)N3Cc2ccc(F)cc2)c1 (stereo not drawn),0.1
2,14,CC(C)c1ccc(NC(=O)C2(C)Cc3c(-c4ccccc4)ccnc3O2)cc1 (stereo not drawn),1.1
-5,-2,O=C(/C=C/[C@H]1O[C@@H](n2cnc3c(NC(=O)c4ccccc4)ncnc32)[C@H](O)[C@@H]1O)NCCc1c[nH]c2ccccc12,0.7
-7,7,CCOC(=O)C1CCCN(C(=O)c2ccc(OC)cc2)CC1 (stereo not drawn),-0.2
0,2,CC(C)(C)CNC(=O)C1(C)CCN1C(=O)c1ccccc1CCc1ccccc1 (stereo not drawn),0.2
-1,5,CC1CCCC(NC(=O)COC(=O)C2=COCCO2)C1C (stereo not drawn),0.9
9,11,O=C1CCC(OCc2ccccc2)CCN1CC[C@@H](Sc1ccccc1)c1ccccc1 (stereo partly drawn),1.2
30,8,COc1cc(C(=O)N2CCCC(c3cc(C(=O)NCc4ccc(F)cc4)no3)C2)cc(OC)c1C (stereo not drawn),0.4
1,4,O=C(CSc1nc2ccccc2c(=O)n1-c1ccc(Cl)c(Cl)c1)Nc1ccc2c(c1)CCC2,-0.6
-1,-4,COc1ccc(-c2ccc(N3C(c4cc(OC)cc(OC)c4)=Cc4ccc(OC)cc4C3CC(C)=O)cc2)cc1 (stereo not drawn),1.2
4,-7,CCOC(=O)C1(C)CCCN1C(=O)c1cccc(OC)c1 (stereo not drawn),2.1
1,-3,O=C(c1[nH]c(C(F)(F)F)nc1-c1ccccc1)N1CCN(Cc2c(F)cccc2Cl)CC1,-1.3

EBI2 block,CXCR6 inh,structure,MPTP block
-2,-3,O=C(C[C@@H]1C[C@@H]2c3cc(NC(=O)C4CCC4)ccc3O[C@@H]2[C@@H](CO)O1)NCc1ccc(Cl)cc1,0.4
2,5,CCOC(=O)C1=CCN(S(=O)(=O)c2ccccc2)C1c1ccc(Cl)cc1 (stereo not drawn),1.0
1,-1,COc1ncnc2c1ncn2CCCNCCCN1CCCC1=O,-0.9
-5,0,CN1CCN(C(=O)c2cc3c(c(-c4cccc(Br)c4)n2)[C@@H](CCO)N(S(=O)C(C)(C)C)C3)CC1 (stereo partly drawn),-0.3
4,-11,Cc1cccc(S(=O)(=O)NC(=O)C2(C)CCN2C(=O)c2ccccc2CCc2ccccc2)c1 (stereo not drawn),1.8
5,-4,OC(c1ccc(F)c(F)c1)c1nc(-c2cncnc2)cs1 (stereo not drawn),0.7
-13,-2,C[C@@H](O)C#Cc1ccc2c(c1)O[C@H](CN(C)C(=O)Nc1ccccc1)[C@@H](C)CN([C@@H](C)CO)S2(=O)=O,-0.7
-6,-8,O=C(NCc1ccc(F)cc1)c1[nH]c(C(F)(F)F)nc1-c1ccccc1,0.9
37,-8,COCCCNc1ccn2nc(-c3ccc(CC(C)C)cc3)cc2n1,-0.1
2,7,CCOC(=O)C1=C(C#N)C(C(=O)OCC)c2ncccc21 (stereo not drawn),-1.8

# Part of the list above in order of SMILES length, ascending:
EBI2 block,CXCR6 inh,structure,MPTP block
37,-8,COCCCNc1ccn2nc(-c3ccc(CC(C)C)cc3)cc2n1,-0.1
-6,-8,O=C(NCc1ccc(F)cc1)c1[nH]c(C(F)(F)F)nc1-c1ccccc1,0.9
-2,-3,O=C(C[C@@H]1C[C@@H]2c3cc(NC(=O)C4CCC4)ccc3O[C@@H]2[C@@H](CO)O1)NCc1ccc(Cl)cc1,0.4
